# High-throughput results from PubChem.
# D3 antag: antagonists of human D3 dopamine receptor; P35462; max response, negative = inhibition, %; D3R cells, DiscoveRx beta-arrestin luminescence, antagonist mode; hits give low values; 2.5% of 360,000 active; in the data active = max response below about -50%; inconclusive = no clear call, values can overlap the other calls; note: % is set by controls: 0 for no effect and ±100 for the full control effect; mostly tested at two doses, the higher about 12 µM
# Target sequence (P35462 whole entry, looked up): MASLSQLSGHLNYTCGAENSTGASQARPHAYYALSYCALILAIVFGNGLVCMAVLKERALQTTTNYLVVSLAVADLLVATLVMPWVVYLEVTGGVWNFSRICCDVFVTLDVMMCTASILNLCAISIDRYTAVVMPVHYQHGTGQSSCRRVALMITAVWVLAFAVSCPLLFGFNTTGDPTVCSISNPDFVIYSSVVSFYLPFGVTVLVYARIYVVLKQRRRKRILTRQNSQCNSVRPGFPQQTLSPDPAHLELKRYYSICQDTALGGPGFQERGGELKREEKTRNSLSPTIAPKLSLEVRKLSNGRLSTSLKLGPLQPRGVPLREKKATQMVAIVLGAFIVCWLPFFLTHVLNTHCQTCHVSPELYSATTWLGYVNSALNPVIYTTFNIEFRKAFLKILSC
#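 Cells plated overnight at 1500 cells/well, then exposed to library compounds with dopamine controls for 90 minutes at 37 degrees C. DiscoveRx reagent added for 30–60 minutes at room temperature; luminescence read, quantitative HTS format.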
# PI5P4Ka inh: PI5P4K alpha (human) kinase inhibition | P48426 | PI5P4Kalpha enzyme, ADP-Glo luminescence, 60 min; hits give low values | max response, % | 1.2% of 330,000 active; active = max response of -50% or lower; inconclusive = between -30% and -50%; inactive = -30% or higher; note: value at the top dose of about 77 µM; % is set by controls: 0 for no effect and ±100 for the full control effect
#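 Controls without substrate or without enzyme flank wells where PI5P4Kalpha converts substrate using 5 microM ATP (final). Incubation lasts 60 minutes at room temperature; ADP formed is read by ADP-Glo luminescence.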
# IL-2 act: activates IL-2 in a cell-based reporter assay; IL-2 activation reporter assay, cell-based qHTS; stimulated with anti-CD3/CD4/CD28 beads; in transgenic mouse T cells; activation, % (series mostly up to about 46 µM); 0.065% of 360,000 active; in the data active = activation above about 50%; inconclusive = mostly about 30% to 49%; note: 0% is about no effect
#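 Readout is EGFP and DsRed signal by fluorescent plate cytometry after 18 h at 37 degrees C. Transgenic mouse T cells (750/well) received compound for 60 min before bead stimulation (anti-CD3, anti-CD4, anti-CD28); memory T cells served as non-tolerant control.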
# D3 ag: activates the human D3 dopamine receptor; max activation, %; D3R DiscoveRx beta-arrestin cells, luminescence, 90 min; P35462; AID 652048; 0.58% of 410,000 active; in the data active = max activation above about 30%; note: 0% is about no effect; mostly tested at two doses, the higher about 12 µM
#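 Cells at 1500/well, incubated overnight, then treated with pinned compounds (dopamine as control) for 90 min at 37 degrees C. DiscoveRx reagent added for 30 - 60 minutes at room temperature; luminescence read.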
# GLP1R inv ag: GLP-1 receptor (human) inverse agonism | AID 624417 | Potency, µM (highest dose often 38.3 µM), without a hit: at the top dose activity change, negative = inhibition, hits mostly inhibitors | 1.6% of 410,000 active | P43220 | HEK293 GLP-1R CRE-luciferase, luminescence, 24 h; GLP-1R form is constitutively active; note: potency is the fitted concentration of half-maximal effect; % is set by controls: 0 for no effect and ±100 for the full control effect; nearly all actives have a fitted effect of over 55% in size
# Target sequence (P43220 whole entry, looked up): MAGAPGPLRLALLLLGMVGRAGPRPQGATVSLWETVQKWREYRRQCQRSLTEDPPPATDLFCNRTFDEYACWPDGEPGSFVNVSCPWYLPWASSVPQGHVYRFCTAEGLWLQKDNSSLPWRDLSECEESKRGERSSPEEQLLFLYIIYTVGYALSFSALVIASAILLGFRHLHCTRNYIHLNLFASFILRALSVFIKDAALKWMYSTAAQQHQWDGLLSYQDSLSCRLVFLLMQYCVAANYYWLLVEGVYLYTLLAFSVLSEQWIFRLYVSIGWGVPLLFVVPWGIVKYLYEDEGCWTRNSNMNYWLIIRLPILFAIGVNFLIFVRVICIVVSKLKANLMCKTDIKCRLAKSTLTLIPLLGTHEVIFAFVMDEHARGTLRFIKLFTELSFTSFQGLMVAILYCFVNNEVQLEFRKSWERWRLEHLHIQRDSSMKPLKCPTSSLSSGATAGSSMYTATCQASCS
#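 HEK293 cells stably co-expressing a cAMP-responsive luciferase reporter and constitutively active GLP-1R were seeded, incubated 12 h, then exposed to compounds for 24 h at 37 C. Luminescence was read 12 min after detection reagent; inverse agonists lower signal.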
# WRN inhibitor: WRN helicase (human) inhibition | WRN helicase unwinding, fluorescent forked duplex, kinetic | Potency, µM (top dose mostly 114 µM), without a hit: top-dose activity change, negative = inhibition, hits mostly inhibitors | 0.46% of 360,000 active | AID 651768; note: potency is the fitted concentration of half-maximal effect; % is set by controls: 0 for no effect and ±100 for the full control effect; nearly all actives have a fitted effect of over 55% in size
#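 Kinetic red-fluorescence monitoring (525/598 nm) tracks WRN helicase activity after 100 nM fluorophore-quencher forked duplex and 2 mM ATP are added to 20 nM enzyme pretreated 15 min at room temperature with compound.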
# GLP1R ag: activates the human GLP-1 receptor | 0.007% of 380,000 active | AID 624172 | Potency, µM (highest dose often 45.6 µM), without a hit: at the highest dose activation, usual class: activators | P43220 | HEK293 GLP-1R CRE-luciferase, luminescence, 4-6 h; cells express a hypersensitive GLP-1R form; note: potency is the fitted concentration of half-maximal effect; % of control where 0% means no effect
# HEK293 tox: cytotoxicity counter-screen for GLP-1 receptor inverse agonists; HEK293 cAMP-luciferase reporter cells, luminescence, 24 h; Potency, µM (doses to about 38.3 µM), without a hit: at the highest dose activity change, negative = inhibition, most hits filed as inhibitors; 0.13% of 410,000 active;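 note: loss of luciferase light is scored as toxicity; potency is the fitted concentration of half-maximal effect; % is set by controls: 0 for no effect and ±100 for the full control effect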
#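 A 23 nL compound transfer followed 12 hours of cell culture at 37 deg C; exposure then lasted 24 hr. Luciferase assay detection reagent was dispensed and plates read for luminescence after a 12 min room-temperature wait.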
# PLK1 PBD block: blocks phosphopeptide binding to human PLK1 polo-box domain. P53350. Plk1 PBD binding of FITC phosphopeptide, fluorescence polarization. Potency, µM, inactives show max response, negative = inhibition, most hits filed as inhibitors. 2.8% of 360,000 active. AID 720504; note: potency is the fitted concentration of half-maximal effect; series mostly up to about 57 µM; % is set by controls: 0 for no effect and ±100 for the full control effect; nearly all actives have a fitted effect of over 65% in size
# The depositor's hits bear a star; ? = inconclusive; / = not tested or not shown; [ ] = remark or other dose. Unless noted, calls come from the whole dose curve; as a rule, active = well fitted curve in the direction sought with a large enough effect; inconclusive = small, poorly fitted or top-dose-only effect, or another doubt; inactive = no such curve, though single readings can be large; an effect the other way counts as inactive or inconclusive.
# The first 3 records as a preview:
# Values run as follows: HEK293 tox	D3 ag	D3 antag	PI5P4Ka inh	GLP1R inv ag	WRN inhibitor	PLK1 PBD block	GLP1R ag	IL-2 act
Cc1cc(C)cc(N(CCC(=O)O)S(=O)(=O)c2ccc(Cl)cc2)c1
 : -10%	3	18	-3	?	8%	-3%	9%	0.5
Cc1ccc(S(=O)(=O)Oc2ccc(/C=N/NC(=O)c3cccnc3)cc2)cc1
 : 5%	-2	1	-6	?	0%[57.1 µM]	4%	11%	-4.6
Cc1ccc(-c2nnc(SCC(=O)NC3CCCC3)n2N)cc1
 : -3%	3	15	8	4%	1%	2%	0%	0.2

# Results, from the first entry:
# Values run as follows: HEK293 tox	D3 ag	D3 antag	PI5P4Ka inh	GLP1R inv ag	WRN inhibitor	PLK1 PBD block	GLP1R ag	IL-2 act
Cc1cc(C)cc(N(CCC(=O)O)S(=O)(=O)c2ccc(Cl)cc2)c1
 : -10%	3	18	-3	?	8%	-3%	9%	0.5
Cc1ccc(S(=O)(=O)Oc2ccc(/C=N/NC(=O)c3cccnc3)cc2)cc1
 : 5%	-2	1	-6	?	0%[57.1 µM]	4%	11%	-4.6
Cc1ccc(-c2nnc(SCC(=O)NC3CCCC3)n2N)cc1
 : -3%	3	15	8	4%	1%	2%	0%	0.2
CC(SC(C)C(=O)NN=Cc1cccc(F)c1)C(=O)NN=Cc1cccc(F)c1 (stereo unspecified)
 : -5%	2	31	10	1%	3%	4%	7%	0.0
O=C(NCCN1CCOCC1)C(=O)NCC1OCCN1S(=O)(=O)c1ccc(Cl)cc1 (stereo unspecified)
 : -2%	-1	-18	-5	-10%	2%	2%	-4%	-1.3
Cc1noc2ncnc(Oc3ccc(C(C)(C)C)cc3)c12
 : -10%	5	7	-5	-12%	6%	2%	-7%	1.4
O=c1[nH]c(/C=C\c2cccc(Cl)c2)nc(O)c1[N+](=O)[O-]
 : 3%	1	-2	?	-7%	-15%	0%	-4%	0.6
Cc1ccccc1Nc1nc(N)nc(COC(=O)CCC(=O)c2ccc(F)cc2)n1
 : 2%	2	8	-1	16%	-4%	2%	26%	-2.3
C/C(=N/Nc1nc(-c2ccccc2F)nc2ccccc12)c1ccccc1O
 : -17%	-11	47	14	?	2%	5%	-6%	0.5
CCCOc1ccc(CSC(CC(=O)O)C(=O)O)cc1 (stereo unspecified)
 : -2%	0	2	-3	26%	5%[57.1 µM]	-8%	-4%	-1.5
C=C1C(=O)O[C@H]2C[C@]3(C)C([C@@H](OC(=O)/C(C)=C/C)[C@H]12)[C@](C)(O)CC[C@H]3O (stereo partly specified)
 : 3%	0	4	-2	4%	4%	-15%	-6%	-0.9
COc1c(C)cc(C(O)c2ncc(-c3ccc(C(F)(F)F)cc3)[nH]2)cc1C (stereo unspecified)
 : -11%	0	4	5	?	-9%	-11%	14%	-0.5
CCCC1(C(=O)OCC)NC(c2ccc(N(C)C)cc2)C2C(=O)N(c3ccc4c(c3)OCCO4)C(=O)C21 (stereo unspecified)
 : 0%	-11	-5	10	1%	-12%	0%	-7%	0.1
CCN(C(=O)CN1CCN(c2ccccc2O)CC1)c1c(N)n(Cc2ccccc2)c(=O)[nH]c1=O
 : -5%	-3	8	-2	11%	-26%	-3%	6%	-4.3
O=C(c1ccc(Br)o1)N1N=C(c2ccc(Cl)cc2)CC1c1ccco1 (stereo unspecified)
 : 2%	-11	6	?	?	-24%	-26%	7%	-0.7
CN(CC(=O)NCCc1ccc(S(N)(=O)=O)cc1)CC(=O)Nc1ccccc1C(F)(F)F
 : -8%	4	22	1	-2%	4%	1%	0%	0.0
Cn1nc(C(=O)N2CCCC2)c2ccccc2c1=O
 : 1%	10	13	/	8%	2%	-8%	-12%	-1.1
COC(=O)/C=C/c1c(C)nc(NCc2ccccc2)nc1Cl
 : 17%	-13	-12	-10	-28%	-6%	-4%	6%	0.1
Cc1ccc(C(=O)N[C@H](C(=O)OCC(=O)Nc2cccc(S(N)(=O)=O)c2)C(C)C)cc1
 : -7%	8	0	1	-2%	-9%	2%	15%	3.4
Cc1cccc(NC(=O)/C=C/c2cccs2)n1
 : -4%	-6	-11	-18	-27%	-12%	-12%	-10%	0.6
Cc1ccc(S(=O)(=O)N(C)C[C@H]2OCc3cnnn3CCCC(=O)N([C@@H](C)CO)C[C@H]2C)cc1
 : 1%	5	26	8	4%	-4%	-7%	-7%	-1.0
C=CCSc1nc2ccccc2n1C(=O)/C=C/c1cc(OC)c(OC)c(OC)c1
 : ?	-54	-61*	/	0%	-6%	-12%	-13%	-5.5
O=c1[nH]c(/C(=N\O)c2ccccc2)no1
 : ?	2	?	-4	?	-8%	-4%	-3%	-0.3
O=C(NCCCN1CCOCC1)C(=O)NCC1OCCCN1S(=O)(=O)c1cc(F)ccc1F (stereo unspecified)
 : 13%	0	18	3	22%	-1%	0%	9%	1.8
O=C(NCc1ccc(F)cc1F)Nc1cnccc1C(F)(F)F
 : 4%	6	5	-5	-26%	1%	-4%	0%	1.5
CC(OC(=O)Cc1n[nH]c(=O)c2ccccc12)C(=O)Nc1ccc(S(N)(=O)=O)cc1 (stereo unspecified)
 : 10%	-8	3	1	12%	2%	-5%	-14%	-2.3
CC(=O)Nc1cccc(C(=O)Nc2cc(C(F)(F)F)ccc2-n2cncn2)c1
 : -4%	1	20	0	6%	-2%	-7%	22%	1.1
O=C(O)C1=C[C@@H](c2csc3ccccc23)C[C@@H](OCc2ccc(CO)cc2)O1
 : 0%	-12	?	-3	12%	7%	-2%	-2%	-0.1
COc1ccc(Nc2ncc(C(=O)N3CCN(c4cccc(Cl)c4)CC3)c3ccccc23)cc1
 : 7%	4	/	/	8.9µM*	/	/	-2%	/
NCCCC[C@@H]1NC(=O)[C@H](CCC(=O)O)NC(=O)c2cc([N+](=O)[O-])cc(I)c2NCC[C@@H](C(N)=O)NC1=O
 : -3%	4	-7	2	17%	4%	-5%	0%	-0.4
COc1cc(NC(=O)CSc2nc(C3CC3)nc3ccccc23)cc(OC)c1
 : -25%	1	8	1	-15%	4%	-5%	9%	1.3
O=C1C2Sc3[nH]c(=O)sc3C(c3ccccc3)C2C(=O)N1c1ccccc1 (stereo unspecified)
 : 30%	1	-66*	7	7%	-9%	-20%	-6%	-0.7
O=C1Nc2ccccc2/C1=C\c1cccn1-c1ccc(OC(F)(F)F)cc1
 : -24%	-3	11	0	-1%	1%	-6%	-2%	-4.2
CCOC(=O)c1cc(OCC(=O)NC(C)C(C)C)cc(C(=O)OCC)c1 (stereo unspecified)
 : -10%	-4	-25	10	-3%	-27%	-6%	10%	-5.9
NC(=O)[C@H]1CC2(CC(c3cccc(NC(=O)COc4ccc(Cl)cc4)c3)=NO2)CN1C(=O)CC(c1ccccc1)c1ccccc1 (stereo partly specified)
 : 2%	-22	-30	-4	10µM*	-11%	-3%	-4%	-0.6
O=C(Nc1nnc(C2CC2)s1)c1ccc(Cl)c(S(=O)(=O)N2CCc3ccccc3C2)c1
 : -5%	41*	0	-11	?	4%	0%	5%	-2.7
CC(OC(=O)c1ccccc1NCCO)C(=O)Nc1ccnn1C(C)C (stereo unspecified)
 : 9%	6	-11	4	?	3%	-7%	0%	0.0
O=C(CSCc1cc(=O)n2nc(C3CC3)sc2n1)Nc1ccccc1Cl
 : -2%	-4	-1	-4	8%	11%	-4%	-3%	-2.8
Cc1onc(C(=O)NN)c1C(=O)N1CCN(C(c2ccccc2)c2ccccc2)CC1
 : -6%	-4	4	-16	?	-1%	2%	4%	0.9
O=C(c1nnc(Cc2ccc(Cl)cc2)o1)N1CCOCC1
 : -7%	-3	4	-1	-33%	3%	-3%	-2%	-3.3

# Some of these compounds in order of count of non-hydrogen atoms, smallest number first:
# Values run as follows: HEK293 tox	D3 ag	D3 antag	PI5P4Ka inh	GLP1R inv ag	WRN inhibitor	PLK1 PBD block	GLP1R ag	IL-2 act
CCOC(=O)c1cc(OCC(=O)NC(C)C(C)C)cc(C(=O)OCC)c1 (stereo unspecified)
 : -10%	-4	-25	10	-3%	-27%	-6%	10%	-5.9
O=C1C2Sc3[nH]c(=O)sc3C(c3ccccc3)C2C(=O)N1c1ccccc1 (stereo unspecified)
 : 30%	1	-66*	7	7%	-9%	-20%	-6%	-0.7
CC(=O)Nc1cccc(C(=O)Nc2cc(C(F)(F)F)ccc2-n2cncn2)c1
 : -4%	1	20	0	6%	-2%	-7%	22%	1.1
CC(OC(=O)Cc1n[nH]c(=O)c2ccccc12)C(=O)Nc1ccc(S(N)(=O)=O)cc1 (stereo unspecified)
 : 10%	-8	3	1	12%	2%	-5%	-14%	-2.3
O=C(Nc1nnc(C2CC2)s1)c1ccc(Cl)c(S(=O)(=O)N2CCc3ccccc3C2)c1
 : -5%	41*	0	-11	?	4%	0%	5%	-2.7
COc1ccc(Nc2ncc(C(=O)N3CCN(c4cccc(Cl)c4)CC3)c3ccccc23)cc1
 : 7%	4	/	/	8.9µM*	/	/	-2%	/

# (further entries)
# Values run as follows: HEK293 tox	D3 ag	D3 antag	PI5P4Ka inh	GLP1R inv ag	WRN inhibitor	PLK1 PBD block	GLP1R ag	IL-2 act
CN(C)/C=C1/NC(=S)NC1=O
 : 7%	5	9	7	-9%	-7%	-5%	-2%	1.9
COc1ccc(C(=O)NNC(=O)CCn2nnc(-c3ccc(Cl)cc3)n2)cc1OC
 : 2%	12	11	0	14%	11%	-16%	5%	-2.9
CCCN(Cc1cc2ccc(C)cc2[nH]c1=O)C(=O)c1cccnc1
 : -19%	6	18	-11	5%	6%	-11%	-6%	2.8
CCc1cccc(OCCCCNCCCOC)c1
 : -5%	-39	-79*	-3	?	3%	-11%	3%	-4.6
O=C(NNS(=O)(=O)Cc1ccccc1)c1ccc([N+](=O)[O-])cc1
 : 8%	3	-19	0	11%	1%	-14%	-2%	-0.7
Cc1cc(NC(=O)CSc2ncnc3sccc23)no1
 : 2%	-7	4	0	21%	-11%	-3%	14%	-2.1
CCn1c(C)c(C(C)=O)c(N2CCC(C(N)=O)CC2)nc1=S
 : 0%	0	-18	/	1%	-4%	-15%	0%	-1.0
COc1cc(CCC(=O)Nc2ncc(C)s2)cc(OC)c1OC
 : -10%	-1	3	2	?	3%	1%	4%	4.8
